GPR35 antagonists: GPR35 antagonists blocking zaprinast-driven arrestin recruitment, primary screen, imaging, U2OS, beta-arrestin-GFP, zaprinast agonist (AID 2058) | U2OS GPR35 beta-arrestin-GFP translocation imaging, zaprinast antagonism; higher % means a stronger effect | one-dose inhibition, % at 10 µM; IC50 in µM for titrated hits | actives 0.052% (n = 290,000);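 active = inhibition of at least 50% with at least 30 cells and total cytoplasm GFP at most 10,000,000; inconclusive = under 30 cells or total GFP of 10,000,000 plus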
KOR beta-arrestin-1: kappa opioid receptor activators – cell-based, luminescence, uHTS, primary screen (AID 1777); actives 0.02% (n = 280,000); KOR beta-arrestin recruitment, luminescence; higher % means a stronger effect; one-dose activation, % at 10 µM; EC50 in µM for titrated hits; in the data active = activation above about 50%, passing the limit was not always enough; note: a part of the inactive calls stands beside numbers as strong as those of hits
GPR55 beta-arrestin: selective activators of receptor GPR55 – imaging, U2OS cells, beta-arrestin-GFP redistribution, primary screen (AID 1961) | U2OS GPR55 beta-arrestin-GFP redistribution imaging; higher % means a stronger effect | actives 0.048% (n = 290,000) | activation, % at 10 µM, or EC50 in µM where a hit was titrated;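 active = activation above 40% with more than 50 cells counted in the well; inconclusive = wells holding fewer than 50 cells, flagged as toxic or sparse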;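 note: U2OS osteosarcoma cells stably expressing GPR55 and beta-arrestin-GFP; plate controls were DMSO negative control for no effect and LPI positive control for full effect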
NS5 inhibitors: Dengue-2 NS5 methyltransferase inhibitors, primary screen, biochemical, confirmation dose response (AID 588689); Dengue-2 NS5 methyltransferase capping enzyme assay, biochemical; higher % means a stronger effect; inhibition, % at 25 µM, or IC50 in µM where a hit was titrated; actives 0.3% (n = 340,000); in the data active = a potency from the dose series; inconclusive = inhibition above about 29% without an active follow-up result
NOD1 inhibition: inhibition of NOD1-driven NF-kB reporter – cell-based, luminescence, uHTS, primary screen (AID 1578). NOD1-driven NF-kB luciferase reporter cells, luminescence; higher % means a stronger effect. one-dose inhibition, % at 4 µM; EC50 in µM for titrated hits. actives 1% (n = 290,000); in the data active = inhibition mostly above about 36%, no sharp cut-off; inactive = mostly below about 34%;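 note: HEK-293T reporter cells stimulated with the NOD1 agonist gamma-tri-DAP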
KOR beta-arrestin-2: KOR antagonists, beta-arrestin recruitment, cell-based, luminescence, uHTS (AID 1778); KOR beta-arrestin recruitment, luminescence, antagonist mode; higher % means a stronger effect; actives 0.091% (n = 290,000); inhibition, % at 10 µM, or IC50 in µM where a hit was titrated; in the data active = inhibition above about 50%; note: strong numbers were not always called active
HIV fusion peptide: inhibitors of HIV fusion peptide binding, primary screen, biochemical, uHTS, fluorescence dequenching (AID 1986); cell-free peptide binding, fluorescence dequenching, 30 min; higher % means a stronger effect; one-dose inhibition, % at 20 µM; IC50 in µM for titrated hits; actives 0.3% (n = 290,000); in the data active = inhibition mostly above about 52%, no sharp cut-off; inactive = mostly below about 76%; note: some results filed as inactive read as strong as hits
GPR55 antagonists: GPR55 antagonists blocking LPI-driven arrestin recruitment, primary screen, imaging, U2OS, beta-arrestin-GFP, LPI agonist (AID 2013). inhibition, % at 10 µM; hits with a dose series show IC50 in µM. U2OS GPR55 beta-arrestin-GFP translocation imaging, LPI antagonism; higher % means a stronger effect. actives 0.13% (n = 290,000);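 active = spots per cell inhibited over 60%, with over 100 cells counted and total cytoplasm intensity under 500,000; inconclusive = wells with under 100 cells, flagged as likely toxic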;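 note: U2OS cells stably carrying GPR55 and arrestin-GFP stimulated by 5 µM LPI near EC80; imaged beta-arrestin-GFP aggregate spots per cell after agonist stimulation; plate controls were LPI-stimulated DMSO wells for no effect and DMSO wells without LPI for full effect; some results filed as inactive read as strong as hits; confirmed hits need IC50 under 10 µM and bright autofluorescent wells are also inconclusive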
West Nile antiviral: West Nile virus antiviral activity, cell-based, CPE readout (AID 1621) | West Nile virus-infected cells, CPE inhibition; higher % means a stronger effect | one-dose CPE inhibition, % at 10 µM; IC50 in µM for titrated hits | actives 0.02% (n = 290,000); in the data active = a potency from the dose series; inconclusive = CPE inhibition mostly from about 3.7% at the one dose, without a potency; inactive = the rest, 99 in 100 with CPE inhibition below about 2.2%; note: strong numbers were not always called active
NS5 inhibitors pilot replicate: second read-out of NS5 inhibitors, no call of its own (marks repeat the call); inhibition, %; measured here: pilot screen replicate inhibition
An asterisk follows results filed as active; ? = inconclusive; · = not tested or not shown; & = joins results of further samples; [ ] = remark or other dose.

SMILES | GPR35 antagonists | KOR beta-arrestin-1 | GPR55 beta-arrestin | NS5 inhibitors | NOD1 inhibition | KOR beta-arrestin-2 | HIV fusion peptide | GPR55 antagonists | West Nile antiviral | others
O=C(O)COc1ccc(/C=C2/SC(=S)N(Cc3ccccc3)C2=O)cc1 | -20% | 2.8% | 0.2% | 11% | -18% | 9% | 14% | 1% | 0.1%
O=C(CSc1nc2c([nH]c3ccccc32)c(=O)n1-c1ccc(F)cc1)NCc1ccco1 | 14% | -3.5% | 0.3% | -1% | 27% | -56% | -2.3% | -1% | ·
O=C(O)CCC(=O)N1CN2CN(C(=O)CCC(=O)O)CC([N+](=O)[O-])(C2)C1 | 7% | -1.1% | 0.2% | -7% | 1% | -2% | 0.9% | 0% | 0.0%
CCN(CC)S(=O)(=O)c1ccc2[nH]cc(C(=O)NCCc3ccc(OC)c(OC)c3)c(=O)c2c1 | 11% | -0.5% | -0.2% | -1% | -2% | 12% | 5.8% | 9% | 0.6%
CC1(c2ccc3ccccc3c2)NC(=O)N(CC(=O)Nc2cccc(S(=O)(=O)N3CCOCC3)c2)C1=O (stereo unspecified) | 7% | 8.6% | 0.0% | -3% | -16% | 12% | 0.7% | -4% | 2.0%
CSc1ccc(C(=O)C2CCCN(C(=O)CCCn3cncn3)C2)cc1 (stereo unspecified) | 11% | -2.4% | -0.3% | -14% | -12% | 16% | -0.1% | 2% | -1.2%
Cc1ccccc1N1CCN(C(=O)c2ccccc2NC(=O)C2CC=CCC2C(=O)O)CC1 (stereo unspecified) | 7% | -9.6% | 0.3% | · | -16% | -7% | 1.6% | -12% | 0.5%
Cc1ccc(-c2n[nH]c(=O)c3ccccc23)cc1S(N)(=O)=O | -8% | -1.4% | -0.1% | -5% | -34% | -18%[20 µM] | 1.4% | 12% | 0.0% | NS5 inhibitors pilot replicate=-6.1
CN1/C(=C\C(=O)COC(=O)CNC(=O)c2ccccc2F)C(C)(C)c2ccccc21 | 3% | 1.0% | 0.0% | 1% | -6% | 18% | 1.1% | 4% | ?
CN(C)N1C(N)=C(C#N)C(c2cccnc2)C2=C1CCCC2=O (stereo unspecified) | -16% | 17% | -0.2% | 3% | -7% | 6% | -0.7% | 6% | -0.2%
CN(C)c1nnnn1-c1ccc(Cl)cc1Cl | 16% | -1.9% | 0.1% | 2% | -27% | 9% | -0.8% | 17% | -0.4%
COc1ccc([N+](=O)[O-])cc1NC(=O)C1C2C=CC(C2)C1C(=O)O (stereo unspecified) | -24% | -1.0% | 0.0% | -10% | 3% | -27% | -1.7% | -16% | 0.3%
C=CCn1c(SCC(=O)Nc2ccc(F)cc2)nc2cc(C(=O)O)ccc2c1=O | -2% | -0.8% | 1.0% | -18% | -40% | -10% | 2.9% | 14% | 0.9%
Cc1ccc(S(=O)(=O)NNC(=O)c2csnn2)cc1 | -7% | 2.1% | 0.0% | -4% | -8% | -3% | 0.1% | -10% | 1.3%
O=C(NNC(=O)C1CCCN(c2ncccn2)C1)c1ccncc1 (stereo unspecified) | -2% | · | -0.1% | -4% | -24% | -25%[20 µM] | 0.7% | 5% | 0.9%
CCOc1ccc(NC(=O)CN(C)c2nnnn2-c2ccccc2)cc1OCC | 15% | -7.3% | -1.0% | -7% | 39% | -9% | 1.7% | 4% | -0.6%
S=C(NNc1ccnc2cc(Cl)ccc12)Nc1ccc(Cl)cc1Cl | 7% | 10% | 0.0% | 0% | · | -13% | -1.5% | 4% | -0.6%
Cc1cccc(N2CCN(C(=S)Nc3ccc4nc(N5CCN(C)CC5)cc(C)c4c3)CC2C)c1 (stereo unspecified) | 3% | 12% | 1.5% | 0% | -6% | 12% | -2.2% | 6% | -1.8%
c1ccc(Oc2ccc(-c3ccnc4nc(N5CCOCC5)nn34)cc2)cc1 | -11% | -5.0% | -0.1% | -1% | -30% | -32%[20 µM] | -0.6% | -3% | -1.3%
NC(=O)CC(NC(=O)Cc1cccc2ccccc12)c1ccc(NC2CCCCCCC2)c([N+](=O)[O-])c1 (stereo unspecified) | 15% | -3.9% | -0.2% | -2% | -2% | 39% | 2.4% | 4% | -0.9%
Cc1ccc(OCC(=O)Sc2ccc(C)cc2)cc1 | 4% | 0.5% | -0.1% | -33% | -13% | -14% | -0.1% | 13% | -0.1%
CCCCn1c(/N=C/c2ccc3c(c2)OCO3)nc2ccccc21 | 19% | 2.6% | -0.1% | -2% | -5% | -63% | 2.2% | -11% | -0.8%
COc1ccc(/C=C(\NC(=O)c2ccccc2)C(=O)OCC2CCCN3CCCCC23)cc1OC (stereo unspecified) | -11% | -3.3% | -1.0% | -10% | -13% | 18% | 3.9% | 3% | -0.8%
CCn1cnc2cc(NC(=O)c3ccco3)ccc21 | -1% | -4.5% | 0.2% | 1% | -46% | 7% | 1.4% | 8% | 0.2%
COC(=O)c1ccc(NC(=O)CSc2ccccn2)cc1 | 8% | -2.3% | 0.3% | -5% | -4% | 10% | -2.9% | -8% | -0.3%
Cc1cc(=O)oc2cc(NC(=O)c3ccc(OC(F)F)cc3)ccc12 | 20% | -2.2% | -0.1% | -1% | -99% | 1% | 3.3% | 2% | ?
COCc1ccc(C(=O)N2CCCC(N(C)Cc3ccccc3)C2)s1 (stereo unspecified) | 4% | -1.5% | 0.0% | -6% | -40% | -3% | -0.7% | 7% | 0.1%
O=C(O)C1C2C=CC3(O2)C1C(=O)N1c2ccccc2C2OCCC2C13 (stereo unspecified) | -7% | 5.7% | -0.1% | -7% | -7% | -13% | 4.1% | 3% | 0.3%
C=CCOC(=O)C1=C[C@H](c2coc3ccccc3c2=O)[C@@H](CCCO)[C@H](OCC)O1 | -8% | 1.9% | 2.4% | -6% | -9% | 13% | -1.2% | 8% | -0.4%
O=C(O)CCNS(=O)(=O)c1ccc(Oc2ccccc2Cl)cc1 | -2% | -1.7% | -0.1% | 2% | -21% | -7% | 2.5% | 5% | 0.5% | NS5 inhibitors pilot replicate=-7.3
COc1ccc(/C=N/NC(=O)C(=O)NCC2CCCO2)cc1 (stereo unspecified) | -5% | -4.4% | -0.3% | -5% | -4% | 13% | -1.9% | 9% | -0.1%
O=C(Nc1ccc(F)cc1)c1cc(-c2ccccc2)no1 | -5% | -4.0% | -0.1% | -1% | -50% | 11% | -1.1% | 31% | 0.7%
COc1ccc(NC(=S)N2CCC(C(=O)c3ccc(C)cc3)CC2)c(OC)c1 | 5% | · | -0.1% | -5% | -13% | -34%[20 µM] | -0.9% | 18% | -0.8%
COCCNCc1ccccc1 | 2% | -2.8% | 0.0% | -1% | -7% | 18% | 0.9% | -5% | -0.1%
O=C(CSc1ccc(Cl)cc1)Nc1cccc(-c2nc3ncccc3o2)c1 | 8% | 2.4% | -0.1% | 1% | 37% | -35% | -0.9% | -1% | ·
COc1cccc(N=CC2=C(O)CCCC2=O)c1 | -5% | -3.6% | -0.5% | 12% | -38% | -12% | -2.2% | -6% | -0.4%
COc1cc(/C=N/NC(=O)[C@H](Cc2c[nH]c3ccccc23)NC(=O)OCC(C)C)cc([N+](=O)[O-])c1O | 3% | -14% | 0.1% | 26% | -26% | -12% | -1.7% | -2% | -0.1%
CCOC(=O)c1c(CN2CCOCC2)n(C)c2cc(Br)c(O)c(CN(C)C)c12 | 3%&4% | -2.2%&-1.0% | -0.1%&0.3% | -3%&-3% | -17%&-9% | -20%&9% | -2.5%&6.3% | 2%&1% | -0.8%&-0.2%
O=C(CSc1nnc(NC(=O)C2CC2)s1)Nc1ccc2c(c1)OCCO2 | 7% | -4.1% | -0.1% | -8% | -42% | -3% | 1.2% | 7% | 0.7%
O=C(NC1CCCCCCC1)c1cccnc1 | 2% | -2.4% | 0.3% | 3% | -26% | -26%[20 µM] | -0.9% | 2% | -0.5%

Entries listed so far that have a furan ring, fused or not:
SMILES | GPR35 antagonists | KOR beta-arrestin-1 | GPR55 beta-arrestin | NS5 inhibitors | NOD1 inhibition | KOR beta-arrestin-2 | HIV fusion peptide | GPR55 antagonists | West Nile antiviral | others
O=C(CSc1nc2c([nH]c3ccccc32)c(=O)n1-c1ccc(F)cc1)NCc1ccco1 | 14% | -3.5% | 0.3% | -1% | 27% | -56% | -2.3% | -1% | ·
CCn1cnc2cc(NC(=O)c3ccco3)ccc21 | -1% | -4.5% | 0.2% | 1% | -46% | 7% | 1.4% | 8% | 0.2%

Remaining list, next part
SMILES | GPR35 antagonists | KOR beta-arrestin-1 | GPR55 beta-arrestin | NS5 inhibitors | NOD1 inhibition | KOR beta-arrestin-2 | HIV fusion peptide | GPR55 antagonists | West Nile antiviral | others
COc1cc(CNn2cnnc2)ccc1OCC(=O)NC(C)(C)C | 22% | 2.9% | 0.8% | 6% | -14% | -8% | -3.3% | 3% | 0.6%
O=C(O)Cc1ccc(NS(=O)(=O)c2ccc3ccccc3c2)cc1 | -8% | -7.0% | -0.1% | 1% | 2% | 43% | 0.7% | -22% | -0.1%
Nc1cc(N)cc(C(=O)OCC(=O)Nc2cc(S(=O)(=O)N3CCCCC3)ccc2Cl)c1 | -13% | 4.2% | -0.5% | 0% | -19% | -8% | -1.9% | -17% | -1.4%
CCCCn1c(CN2CCN(C(=O)OCC)CC2)nc2c1c(=O)n(C)c(=O)n2C | 1% | 2.2% | 0.3% | -5% | 8% | -33% | -1.2% | -7% | -1.6% | NS5 inhibitors pilot replicate=0.0
Cc1cc(NC(=O)C2CC(=O)N(c3ccc(Cl)cc3)C2)no1 (stereo unspecified) | -6% | -5.9% | 0.1% | -7% | 8% | -5% | 1.1% | 2% | -0.3%
COc1ccccc1NC(=O)c1ccc2nsnc2c1 | -11% | -2.2% | -0.1% | 1% | -44% | -1% | 1.2% | 2% | -0.8%
O=C(c1ccccc1-c1nc2ccccc2[nH]1)N1CCCCC1 | 12% | 14% | -0.2% | · | -11% | 14% | 2.7% | -3% | 0.2%
CCC(=O)Nc1ccc(C(=O)NNC(=O)c2cccc(C)c2)cc1 | 4% | -0.9% | -0.1% | 0% | -1% | 10% | 0.7% | 11% | 0.4%
C=CCn1c(CCNC(=O)C(C)(C)C)nc2ccccc21 | -12% | -0.8% | -0.1% | -5% | -21% | 24% | 0.9% | -1% | -1.1%

Compounds above containing a tert-butyl group:
SMILES | GPR35 antagonists | KOR beta-arrestin-1 | GPR55 beta-arrestin | NS5 inhibitors | NOD1 inhibition | KOR beta-arrestin-2 | HIV fusion peptide | GPR55 antagonists | West Nile antiviral | others
COc1cc(CNn2cnnc2)ccc1OCC(=O)NC(C)(C)C | 22% | 2.9% | 0.8% | 6% | -14% | -8% | -3.3% | 3% | 0.6%
C=CCn1c(CCNC(=O)C(C)(C)C)nc2ccccc21 | -12% | -0.8% | -0.1% | -5% | -21% | 24% | 0.9% | -1% | -1.1%

Compound activity (PubChem)

These rows are one share of the data; rates above refer to the full screens.
